# DAX1 inh-1 – DAX1 (NR0B1) inhibitors, primary screen, cell-based, HEK293, Gal4-DAX1, luciferase luminescence. Nuclear receptor subfamily 0 group B member 1 (Homo sapiens), P51843. HEK293 Gal4-DAX1 luciferase reporter. inhibition, % at 6.75 µM. 0.99% of 340,000 active. AID 504766, 2011;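 active = inhibition above the mean over all tested compounds plus 3 SD, cut at about 4.2% in these data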;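 note: 0% = DAX1-transfected cells with DMSO and 100% = empty-vector control cells with DMSO; inhibition shows as a rise in luminescence from relieved DAX1 repression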
# Target sequence (P51843 207-470 limits assumed): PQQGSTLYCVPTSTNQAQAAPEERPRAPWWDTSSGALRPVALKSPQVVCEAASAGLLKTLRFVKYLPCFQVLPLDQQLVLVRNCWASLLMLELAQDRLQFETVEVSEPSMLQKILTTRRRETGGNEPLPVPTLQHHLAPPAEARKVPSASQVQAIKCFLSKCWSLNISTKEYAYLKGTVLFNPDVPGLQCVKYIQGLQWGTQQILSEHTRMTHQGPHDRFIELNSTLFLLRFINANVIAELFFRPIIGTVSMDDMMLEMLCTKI
# Rev-erbA mod – modulators of Rev-erb alpha DNA binding, primary screen, biochemical, FITC-DNA, fluorescence polarization, uHTS; AID 1259318, 2017; activity, % at 10 µM; Rev-erbα–FITC-DNA binding, 90 min; Nuclear receptor subfamily 1 group D member 1 (Homo sapiens), P20393; 0.79% of 370,000 active;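 active = activity above about 14%, limit read from the data; passing the limit was not always enough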;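 note: 0% = DMSO wells with 35 nM protein and 100% = DMSO wells with 750 nM protein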
# hcDAF-12 act – H. contortus DAF-12 nuclear receptor activators, primary screen, cell-based, luminescence, HEK293, lit1-tk-luc reporter | HEK293 hcDAF-12 lit1-tk-luc reporter; 0% DMSO, 100% Δ7-dafachronic acid | activation, % at 6.8 µM | 1.4% of 370,000 active | AID 652067, 2013;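 active = activation above the mean of all tested compounds plus 3 SD, cut at about 5.5% in these data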;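 note: 100% = response to 3 µM Δ7-dafachronic acid high control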
# ssDAF-12 act – S. stercoralis DAF-12 nuclear receptor activators, primary screen, cell-based, luminescence, HEK293, GRIP1 co-expression, lit1-tk-luc | 1% of 370,000 active | activation, % at 6.8 µM | Nuclear hormone receptor DAF-12 (Strongyloides stercoralis) | HEK293 ssDAF-12/GRIP1 lit1-tk-luc reporter; % of 3 µM dafachronic acid response;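 active = activation above the mean over all tested compounds plus 3 SD, cut at about 0.9% in these data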;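 note: 0% = DMSO-only wells and 100% = 3 µM delta7-dafachronic acid wells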
# PG9 Ab binder – binders of HIV-1 gp120 antibody PG9, primary screen, biochemical, TR-FRET. inhibition, % at 6.7 µM. HIV-1 gp120 / PG9 antibody interaction. AID 624416, 2012. 0.43% of 360,000 active. TR-FRET gp120-PG9 antibody binding; in the data active = inhibition above about 8.5%
# PLC-beta3 inh – human PLC-beta3 inhibitors, primary screen, biochemical, fluorescence. 0.18% of 370,000 active. inhibition, % at 12.2 µM. 1-phosphatidylinositol 4,5-bisphosphate phosphodiesterase beta-3 (Homo sapiens), Q01970. Purified PLC-beta3, fluorogenic substrate; in the data active = inhibition above about 11%;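 note: 0% = median of compound wells on plate and 100% = full blocker control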
# SMARCA2 act – SMARCA2 (BRM) function activators, primary screen, cell-based, luminescence, high throughput; MG213 cells, MMTV-luciferase reporter, dexamethasone, overnight; 1% of 370,000 active; activation, % at 9.1 µM; in the data active = activation above about 7.8%;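 note: 0% = vehicle wells and 100% = reference activator wells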
# DAX1 inh-2 – DAX1 (NR0B1) inhibitors on StAR promoter, primary screen, cell-based, luminescence, SF-1 (NR5A1), full-length DAX-1 | 1.1% of 370,000 active | inhibition, % at 6.8 µM | AID 652010, 2013 | HEK293T StAR-luciferase reporter, SF-1/DAX-1 repression relief;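 active = inhibition above the mean over all tested compounds plus 3 SD, cut at about 3.6% in these data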;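 note: 0% = DAX-1 cells with DMSO and 100% = cells lacking DAX-1 with DMSO; higher inhibition means more luminescence from relief of DAX-1 repression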
# hgDAF12 agonist – H. glycines DAF-12 receptor agonists, primary screen, cell-based, luminescence, HEK293, GAL4 fusion, UAS-luciferase; Nuclear hormone receptor DAF-12 (Heterodera glycines), GAL4 fusion; HEK293 GAL4-hgDAF12 UAS-luciferase reporter, agonist luminescence; normalized to butyrate control; activation, % at 6.8 µM; 1.8% of 370,000 active;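 active = activation above a cutoff set at the mean of all screened compounds plus 3 SD, cut at about 10% in these data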;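 note: 0% = DMSO wells and 100% = sodium butyrate wells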
# FXN GAA850 act – FXN promoter activators, primary screen, cell-based, luciferase luminescence, HEK293 lucGAA850 | HEK293 lucGAA850 FXN promoter luciferase reporter, 24 h; percent of 10 µM SAHA response | activation, % at 6 µM | 0.56% of 360,000 active | AID 540364, 2011;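 active = activation above the average of all compounds screened plus 3 SD, cutoff fixed separately per campaign, cut at about 7.5% in these data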;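 note: 0% = DMSO wells and 100% = 10 µM SAHA wells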
# HGIII-sPLA2 inh – human group III sPLA2 inhibitors, primary screen, biochemical, QFRET, BODIPY PC-A2 liposome substrate; Group 3 secretory phospholipase A2 (Homo sapiens), Q9NZ20; QFRET BODIPY PC-A2 liposome hydrolysis, fluorescence; inhibition, % at 12.2 µM; 0.56% of 370,000 active;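 active = inhibition above mean plus 3 SD of compounds lying within the high and low control bounds, cut at about 19% in these data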;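 note: 0% = median of test compound wells and 100% = no enzyme DMSO wells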
# Target sequence (Q9NZ20 whole entry, looked up): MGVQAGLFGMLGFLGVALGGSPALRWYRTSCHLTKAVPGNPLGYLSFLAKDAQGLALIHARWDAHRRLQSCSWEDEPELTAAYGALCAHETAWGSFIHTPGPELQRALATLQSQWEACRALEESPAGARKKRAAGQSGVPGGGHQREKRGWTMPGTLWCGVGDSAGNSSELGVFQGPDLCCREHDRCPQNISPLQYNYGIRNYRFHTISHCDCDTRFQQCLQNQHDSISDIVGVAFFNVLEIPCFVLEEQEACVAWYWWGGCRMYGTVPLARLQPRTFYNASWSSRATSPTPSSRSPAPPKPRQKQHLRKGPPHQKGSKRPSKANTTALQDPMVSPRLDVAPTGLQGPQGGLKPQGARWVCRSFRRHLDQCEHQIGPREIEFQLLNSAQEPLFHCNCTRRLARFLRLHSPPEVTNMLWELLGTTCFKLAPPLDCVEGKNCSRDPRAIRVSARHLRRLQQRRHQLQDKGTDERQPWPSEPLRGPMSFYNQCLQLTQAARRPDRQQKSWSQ
# Active calls of the source: *; i = inactive; . = no result given. This is a random part of the collection (roughly 7% active in at least one column).
SMILES,DAX1 inh-1,Rev-erbA mod,hcDAF-12 act,ssDAF-12 act,PG9 Ab binder,PLC-beta3 inh,SMARCA2 act,DAX1 inh-2,hgDAF12 agonist,FXN GAA850 act,HGIII-sPLA2 inh
Cc1ccc(OCc2n[nH]c(=S)n2-c2ccc(Cl)cc2)cc1,1.8,0,-2.8,-1.1,-0.7,-4,0,-0.6,0.3,1.5,10
Cc1ccc(S(=O)(=O)NC2CCOC(C)(C)C2)cc1 (centres undefined),0.2,-1,-0.6,-1.5,-2.2,3,1,-0.9,0.7,1.0,-1
CC1=NN(c2ccc(C(=O)O)cc2)C(=O)/C1=C\c1ccc(OC(=O)c2cccs2)cc1,1.4,-4,3.2,-1.5,-2.4,3,7,-0.2,5.2,3.1,-1
CCOC(=O)N1CCN(C(=O)c2cnc(Nc3ccccc3OC)c3ccccc23)CC1,-1.5,3,-1.7,-1.6,0.7,-98,-2,0.2,-4.5,0.5,1
CCCN1CCN(CCCNC(=O)c2ccccc2NC(=O)C2=C(C)OCCS2)CC1,-0.1,-3,0.1,-0.5,0.3,1,4,0.2,-0.2,2.1,4
COc1cc(/C=C/C(=O)OCC(=O)NCc2cccs2)ccc1OCC#N,0.8,0,-0.4,-1.1,-0.2,-30,5,-0.7,-1.1,0.0,-8
CCCCN(CCCC)C(=O)c1sc2nc(N3CCOCC3)c3c(c2c1N)CCCC3,.,8,-0.5,-1.5,0.8,-48,-1,0.2,-1.8,1.8,-2
CC(/C=N/NC(=O)CSc1n[nH]c(=O)[nH]c1=O)=C\c1ccccc1,1.6,0,0.3,-1.8,-2.4,-5,-2,0.1,-1.8,1.2,-3
O=C(CN1CSCC1=O)N1CCN(S(=O)(=O)c2ccc(Cl)cc2)CC1,-0.3,3,0.8,-0.8,-2.5,4,1,-1.2,2.1,-0.4,0
CS(=O)(=O)N(CC(=O)N1CCCCCC1)c1ccc(Br)cc1,1.5,0,-1.0,-0.6,1.6,-2,-3,0.6,-1.8,1.6,-1
Cc1ccc(CNC(=O)c2ccc3c(=O)[nH]c4c(C(=O)NCC5CCCO5)sc(=S)n4c3c2)cc1 (centres undefined),-1.0,-1,-1.1,-1.2,0.0,-13,-1,-0.1,2.6,1.8,-1
Cc1cc(C(F)(F)F)nc(-n2cc(-c3ccccc3)nn2)n1,-0.1,-6,-0.9,-1.5,-1.7,-5,1,-0.1,1.9,3.3,-8
O=C(Cc1ccccc1)NN1C(=O)C2C3C=CC([C@@H]2C1=O)C31CC1 (some centres undefined),1.8,-3,-0.7,-1.1,-1.0,2,0,-0.2,-1.0,0.2,0
Cc1nn(C)c(C)c1CNC(=O)c1cnn2c1NC(c1ccccc1)CC2C(F)(F)F (centres undefined),-0.8,1,-1.0,-1.2,-3.0,6,1,0.9,-3.2,0.0,-6
Cc1nnc(N/N=C/c2ccccn2)[nH]c1=O,0.3,4,-1.5,-1.1,0.2,4,2,-0.8,-3.8,-1.8,1
CCOc1ccccc1NC(C)C(=O)Nc1cc(C(F)(F)F)ccc1N1CCOCC1 (centres undefined),-1.7,6,-0.4,-1.2,0.2,3,-2,-0.1,-2.7,0.4,7
COc1ccc(N(C(=O)c2ccco2)C(C(=O)NC2CCCCC2)c2cccs2)cc1OC (centres undefined),0.1,-2,-2.5,-1.4,1.6,-6,-4,-0.5,-3.6,-3.6,-6
CCOC(=O)c1c(C)n(C)c2ccc(OC)c(NC(=O)CN3CCSCC3)c12,-2.0,3,-0.7,-1.1,-0.1,0,-2,-1.3,-3.1,-0.8,-2
COc1ccc(COc2ccc(S(=O)(=O)N3CCCC3)cc2C(N)=O)cc1F,0.6,7,-2.1,-0.3,-1.0,-7,-3,-0.7,1.1,-1.3,9
O=C(OCC(=O)N1CCc2ccccc21)c1ccc[n+]([O-])c1,2.5,-1,1.4,-0.3,0.6,5,0,0.1,2.0,2.7,1
COc1cc2c(cc1NC(=O)CSc1nnc(-c3cccnc3)n1-c1ccc(Br)cc1)oc1ccccc12,.,6,0.0,-1.4,.,2,1,-0.1,3.1,.,1
Nc1nc2ncccc2cc1C(=O)NCCc1cccs1,.,4,-1.1,-0.9,1.3,-360,-1,-3.3,-2.3,.,6
COc1cccc(N2CCN(C(C)C(=O)NC34CC5CC(CC(C5)C3)C4)CC2)c1 (centres undefined),-2.2,-3,-2.5,-1.2,-1.1,-20,-4,-0.4,-0.9,-1.1,1
Cc1ccccc1NC(=O)C1c2cccc[n+]2CC(=O)N1Cc1ccc2c(c1)OCO2 (centres undefined),0.3,-6,2.4,-1.8,-1.1,-3,1,-0.5,-1.2,3.5,-7
O=C(Cc1ccccc1)NCc1cccnc1,-1.1,-2,0.1,-2.1,-1.5,-5,-1,-0.8,-1.4,0.5,4

# Brought forward from above: three entries; new compounds follow.
SMILES,DAX1 inh-1,Rev-erbA mod,hcDAF-12 act,ssDAF-12 act,PG9 Ab binder,PLC-beta3 inh,SMARCA2 act,DAX1 inh-2,hgDAF12 agonist,FXN GAA850 act,HGIII-sPLA2 inh
COc1cccc(N2CCN(C(C)C(=O)NC34CC5CC(CC(C5)C3)C4)CC2)c1 (centres undefined),-2.2,-3,-2.5,-1.2,-1.1,-20,-4,-0.4,-0.9,-1.1,1
Cc1ccccc1NC(=O)C1c2cccc[n+]2CC(=O)N1Cc1ccc2c(c1)OCO2 (centres undefined),0.3,-6,2.4,-1.8,-1.1,-3,1,-0.5,-1.2,3.5,-7
O=C(Cc1ccccc1)NCc1cccnc1,-1.1,-2,0.1,-2.1,-1.5,-5,-1,-0.8,-1.4,0.5,4
CC(=O)/C=C1\OCc2ccccc21,.,1,-1.1,-0.8,0.0,3,-1,0.3,-0.8,.,15
CCOC(=O)c1c(C)[nH]c(C)c1S(=O)(=O)NCC1CCN(Cc2cccc(F)c2)CC1,1.6,-3,-1.8,-1.0,0.5,-1,-3,-0.4,-0.3,3.3,-37
C=CCNC(=O)C(=O)c1cccn1-c1ccsc1C(=O)OC,-1.2,0,-2.7,-1.4,0.2,8,2,-0.5,-1.1,-0.7,5
CCCCNC(=O)C1c2ccccc2C(=O)N(c2ccc(OC)cc2)C1c1ccc(OC)cc1 (centres undefined),-0.1,0,-2.0,-1.5,1.1,1,-3,-0.5,-4.0,1.9,-12
COC(=O)c1ccc(COc2ccc(C)cc2[N+](=O)[O-])o1,.,1,2.0,-1.4,-0.7,6,2,1.6,4.2,1.8,-3
Cc1ccc(NC(=O)Cn2c(=O)n(CCC(=O)NC3CCN(Cc4ccccc4)CC3)c(=O)c3ccccc32)cc1,0.3,2,-1.8,-1.0,0.1,-2,-3,0.1,1.6,2.1,-4
O=C(Cc1ccccc1)Nc1cccnc1,0.7,1,0.1,-1.4,-3.2,1,4,-0.2,-4.4,2.7,1
C/C(=N\NC(=O)C1(C)CC1(Br)Br)c1ccc([N+](=O)[O-])cc1 (centres undefined),0.9,-1,-3.1,-1.6,-0.8,3,-4,0.4,0.0,1.8,6
COc1ccc(C(=O)C2CCCN(Cc3ccc(C#CCCO)cc3)C2)cc1F (centres undefined),-1.9,5,-0.7,-1.8,1.6,-1,-3,-0.3,-0.2,-3.3,-17
O=C(CSc1nccc(=O)[nH]1)Nc1ccc(F)c([N+](=O)[O-])c1,0.1,1,2.7,-1.9,-0.8,2,-1,-0.5,0.9,2.2,0
CC(N)=Nc1ccc([N+](=O)[O-])cc1,0.0,-11,-0.4,-1.6,-0.7,1,-1,-0.7,0.6,0.6,10
CCN(C[C@H]1N[C@@](C)(C(=O)OC)[C@H]2C(=O)N(Cc3ccccc3)C(=O)[C@@H]12)S(=O)(=O)c1ccc(C(C)(C)C)cc1,-0.1,0,-2.1,-1.0,0.6,6,-6,-0.1,-2.5,3.0,-29
Cc1cc(C)n(CNc2nc(C(F)(F)F)cs2)n1,-0.4,-4,-1.1,-0.8,0.2,4,2,-0.2,1.3,-1.7,6
CCOc1ccc(S(=O)(=O)Nc2cccc(C(=O)NCCCN3CCOCC3)c2)cc1,0.7,0,1.3,-1.7,-0.8,-2,-3,0.1,-0.1,2.3,-4
CCCC(=O)OCC(=O)Nc1ccc([N+](=O)[O-])cc1C#N,-1.1,-5,1.9,-0.2,-1.1,-4,0,-0.1,-1.1,2.4,-2
COc1ccc(NCCC#N)cc1,0.1,0,-1.1,-0.2,0.0,1,0,-0.4,-2.0,0.3,4
CCN(CC)CCCCCOc1ccccc1OC,-1.0,1,0.8,-1.3,-2.6,1,-1,1.1,3.5,-0.5,0
COc1ccc(C2C=C(c3ccccc3)Nc3nnnn32)cc1 (centres undefined),-0.5,3,0.4,-0.8,-2.0,-215,2,-0.4,2.5,5.7,-28
C#CCNC(=O)C[C@H]1C[C@@]2(C(=O)OC)C(=C[C@H](C(C)C)O[C@@H]2C2CC2)N(Cc2ccco2)C1=O,.,9,-0.5,-1.0,.,1,-6,0.7,1.0,.,4
C=CCn1c(=O)/c(=C/c2ccsc2)s/c1=C(\C#N)C(=O)NCCN1CCOCC1,0.0,2,-1.1,-1.3,-3.6,-2,0,0.1,-2.2,-1.6,3
Cc1cc(Nc2c(C)n(C)n(-c3ccccc3)c2=O)c2ccccc2n1,-0.1,0,-1.1,-0.8,-0.1,5,-1,-0.2,-2.0,1.1,5
CC(C)(C)NC(=O)C(c1ccncc1)N(Cc1cccs1)C(=O)Cn1nnc(-c2cccs2)n1 (centres undefined),-2.7,0,-1.6,-1.6,1.5,-3,-2,-0.8,-3.2,0.5,-14
COc1ccc(OC)c(/C=C2\SC(N3CCCC(C)C3)=NC2=O)c1 (centres undefined),-1.1,6,0.0,-1.6,-1.2,i,-2,-0.8,-0.3,-0.2,4
O=C(NNC(=S)Nc1ccccc1)C1CCCCC1,2.1,2,2.3,-1.3,-1.2,-2,-1,0.4,4.9,1.7,11
CCC(=Nc1ccccc1OC)C1=C(O)CC(c2ccccc2)CC1=O (centres undefined),0.2,5,-1.8,-1.3,-2.2,3,-2,-0.7,-0.8,0.6,-3
Cc1cc(NC(=O)CCC(=O)N(CC(=O)NCC2CCCO2)Cc2ccc(F)cc2)no1 (centres undefined),1.3,-2,-0.5,-0.7,-2.6,2,2,-0.3,0.6,0.5,0

# Source: PubChem BioAssay
